# Compound activity deposited in PubChem by NCI.
# NCI-60 one-dose screen, 48 h, at 10 µM unless noted. Numbers give growth in % (100 = growth as untreated, 0 = no growth, -100 = all killed).
# DU-145: DU-145 prostate cancer; hit rate 4.2% among 81,000
# SF-268: SF-268 CNS cancer cells; AID 1794759; hit rate 3.1% among 82,000
# U251: U251 CNS tumor cells. hit rate 5.4% among 80,000
# OVCAR-3: OVCAR-3 ovarian cancer. hit rate 7% among 79,000
# SK-OV-3: SK-OV-3 ovarian cancer cells. hit rate 3.2% among 80,000. AID 1794785
# OVCAR-5: OVCAR-5 ovarian cancer | AID 1794783 | hit rate 2.9% among 82,000
# OVCAR-8: OVCAR-8 ovarian cancer; hit rate 4.4% among 81,000
# PC-3: PC-3 prostate cancer cells; hit rate 3.9% among 80,000
# OVCAR-4: OVCAR-4 ovarian cancer cells; hit rate 3.7% among 80,000
# * = called active by the depositor; / = not tested or not shown; & = joins results of further samples; [ ] = another dose, or the depositor's remark. Rule for the calls: active = growth percent below 10; inactive = the rest. Rows are unselected; overall some 9.5% were active at least once.
SMILES,DU-145,SF-268,U251,OVCAR-3,SK-OV-3,OVCAR-5,OVCAR-8,PC-3,OVCAR-4
O=C1c2cccc(Cl)c2C(=O)c2c1cccc2[N+](=O)[O-],/,109.0,61.0,/,108.6,116.1,77.1,85.8,93.4
O=C(OCC1OC(n2ccc(=O)[nH]c2=O)C2OC12)c1ccccc1 (stereo not given),116.9,105.8,105.0,111.4,104.4,121.1,108.2,101.0,107.7
O=C(N/N=C/c1ccccc1Cl)c1ccc([N+](=O)[O-])cc1,121.7,111.6,103.8,115.7,93.3,124.8,101.9,101.0,100.8
C/C(=N\NC(=S)n1[nH]c(=O)c2ccccc2c1=O)c1ccc([N+](=O)[O-])cc1,103.3,95.4,100.9,108.5,87.7,103.8,100.2,97.2,101.2
COc1ccc(-c2csc(N(C(=O)N3CCN(c4cc5c(cc4F)c(=O)c(C(=O)O)cn5C4CC4)CC3)c3ccccc3)n2)cc1,17.6,22.9,19.1,8.1*,21.8,12.8,15.5,10.0*,33.3
CC(=O)Nc1ccc2ncc(C(N)=O)c(Nc3ccc(C)cc3)c2c1,105.0,98.1,88.2,104.2,101.9,102.1,97.0,93.1,/
C=CCn1cc(-c2nc3ccccc3s2)c2cc(-c3ccc4c5c(cccc35)C(=O)N(CCN3CCOCC3)C4=O)ccc21,103.3,95.6,100.2,110.2,112.3,100.6,102.8,101.2,106.7
O=C(Nc1ccc(NC(=O)c2cc(=O)[nH]c3ccccc23)cc1)Nc1ccc(Cl)c(C(F)(F)F)c1,106.4,97.6,108.6,111.5,97.4,106.8,100.3,96.7,96.5
Cc1[nH]c(C2CC(c3cccs3)=NN2c2ccc(Cl)cc2)c(C)c1C(=O)NCC(F)(F)F (stereo not given),98.2,97.5,96.5,107.3,109.4,94.2,106.1,93.2,100.6
CC(=O)NNC(=O)c1sc(NC(C)=O)nc1C,113.4,93.2,101.8,102.6,92.6,97.0,95.6,90.8,122.0
Cc1cccc(NC(=O)c2ccccc2C(=O)O)c1,109.6,99.2,100.6,105.5,92.2,93.8,105.3,92.3,110.9
O=C(COc1ccc(NC(=O)Nc2ccc(Cl)c(Cl)c2)cc1)N=Nc1c(O)[nH]c2ccccc12,-42.7*,-5.9*,-87.7*,-78.1*,-49.9*,-8.8*,-43.2*,-44.6*,-5.3*
COC(=O)/C=C1/SC(=Nc2ccc([N+](=O)[O-])cc2)N(CCc2c[nH]c3ccccc23)C1=O,66.8,75.7,46.9,43.1,104.7,111.7,42.0,63.4,66.2
COc1cccc(C2C(C#N)=C(N)Oc3cc4c(cc32)OCO4)c1 (stereo not given),1.6*,29.9,23.4,-38.6*,0.7*,31.1,24.9,27.4,40.5
Cc1[nH]c(=S)oc1C,110.6,103.7,97.7,114.5,102.4,103.0,98.9,95.7,99.5
N#Cc1cnn(C(=O)c2ccccc2Br)c1NC(=O)c1ccccc1I,110.4,108.5,95.3,116.5,93.2,112.5,107.5,100.6,101.8
O=c1[nH]nc(SCc2ccccc2)c(=S)[nH]1,111.2,109.0,88.9,110.7,100.9,100.9,100.8,98.1,103.3
COc1cc(N=Cc2sc(Nc3nccs3)nc2O)cc(OC)c1OC,93.3,78.8,84.7,82.8,104.1,102.8,81.2,80.9,82.9
Cc1[nH]n(-c2ccc(S(=O)(=O)O)cc2)c(=O)c1N=Nc1ccccc1,111.6,109.5,/,112.0,113.4,96.0,102.2,105.0,106.2
COC(=O)CCCCCCCCC(C)c1ccc(C(C)=O)cc1 (stereo not given),107.7,104.3,106.7,108.5,102.3,98.4,104.0,105.7,119.9
O=Cc1cc(Br)ccc1O,111.8,105.4,103.7,113.5,118.0,105.2,101.4,90.8,103.4
COc1cccc(-c2cc(=O)oc3cc(O)ccc23)c1,98.0,94.3,96.4,97.7,109.8,96.4,78.7,84.3,86.0
C#CC[C@@H]1C[C@]2(C)[C@H]3CC[C@@H]4[C@H]5C(C(=C)C)CC[C@]5(C(=O)NCCN(CCN)CCN)CC[C@@]4(C)[C@]3(C)CC[C@H]2C(C)(C)[C@H]1OC(C)=O (stereo not given in full),95.1,87.6,-28.4*,48.7,104.8,63.3,72.1,79.9,21.7
Oc1ccc2ccccc2c1CN1CCCCC1,103.7,99.7,103.9,97.5,111.0,103.6,100.5,92.0,105.8
CC1(C)C(N)=Nc2cc(OCCCN3Cc4ccccc4C3)c(OCC3CC3)cc21,93.8,80.2,56.4,80.6,75.0,83.2,76.8,49.6,91.4
COc1ccc(OC)c(C2=C(CN)C(O)N=C(Sc3cc(O)c(O)cc3C)N2)c1 (stereo not given),94.7,86.6,100.8,89.5,68.4,103.0,98.3,96.0,119.6
NC(=O)N1N=C(c2ccc(Cl)cc2)CC1c1cn(-c2ccccc2)nc1-c1ccc(Cl)cc1 (stereo not given),77.7,55.4,46.0,78.1,50.9,94.6,36.8,52.8,14.0
COc1ccc(C(=O)/C=C/c2cccc(Br)c2)cc1S(N)(=O)=O,-37.0*,-39.4*,-98.4*,-47.7*,8.5*,-92.0*,-95.1*,-34.6*,7.3*
Cc1cc(N=C2C=CC(=O)C=C2)ccc1O,111.3,94.9,91.8,108.1,101.9,105.8,102.6,79.6,94.1
O=C(c1ccc(O)cc1)[C@@H]1[C@@H]2CCCN2[C@@]2(C(=O)Nc3ccccc32)[C@H]1c1ccc(F)cc1,91.0,87.4,93.9,/,97.0,103.2,95.4,73.5,88.6
Cc1ccc(NC(=S)NC(=O)c2cccs2)cc1,116.3,100.0,107.2,107.8,114.9,100.2,104.4,102.5,114.0
CC1=C/C(O)CC(=O)Cc2nc(co2)C(=O)N2CCC=C2C(=O)OC(C(C)C)C(C)/C=C\C(=O)NC/C=C\1 (stereo not given),90.7,93.3,92.9,85.0,119.5,94.8,74.0,71.5,78.5
CCCCOP(=O)(COP(=O)(OC(C)C)OC(C)C)OCCCC,114.5,111.5,103.7,117.2,118.9,103.4,100.4,100.7,113.1
CCOC(=O)CC1CSC(N/N=C/c2cccc([N+](=O)[O-])c2)=N1 (stereo not given),105.4,99.1,90.4,101.7,96.7,99.8,96.4,100.6,94.1
O=C(NN1C(=O)/C(=C/C=C/c2ccc([N+](=O)[O-])o2)SC1=S)c1ccncc1,-95.0*,-75.7*,-91.2*,-100.0*,-99.0*,-98.9*,-37.2*,-63.0*,-97.6*
O=C(O)c1ccc(CNc2nc(=O)n(Cc3ccc(Cl)cc3)c(=O)[nH]2)cc1,116.5,111.3,114.9,116.0,103.7,102.7,107.6,94.0,93.8
N/C(=N\c1nc2ccccc2s1)NC(=O)Nc1ccc(Cl)cc1Cl,-74.2*,-2.8*,-97.9*,-95.5*,-91.5*,-73.2*,-79.3*,-2.3*,-87.7*
COc1ccc(C(O)c2ccccc2C(O)c2ccc(OC)cc2)cc1 (stereo not given),105.8,106.4,105.9,110.5,127.1,103.4,96.6,94.2,116.5
COC(=O)C(N)Cc1ccc(O)cc1 (stereo not given),108.9,102.9,97.0,109.2,109.4,114.4,101.2,90.7,/
CN(Cc1ccccc1)/N=N/c1nc[nH]c1C(N)=O,80.7,95.8,100.3,95.3,79.4,96.7,83.2,94.4,70.9
COc1ccc(-c2nn(-c3cccc(Cl)c3)cc2C=C2C(=O)NC(=O)NC2=O)cc1,110.4,109.2,88.7,110.9,105.8,113.9,100.7,98.8,100.4
COc1cc(-c2nc(SCC(=O)c3ccc(Br)cc3)[nH]c(=O)c2C#N)cc(OC)c1OC,108.5,101.9,108.7,105.5,112.3,101.3,98.6,93.1,105.1
COc1ccc2c(c1)CCNC21C(=O)Nc2ccccc21 (stereo not given),104.4,96.0,97.1,102.9,97.8,103.7,98.0,96.3,99.9
Nc1cc(F)ccc1NC(=O)c1ccc(NC(=O)C/C=C/c2cccnc2)cc1,23.7,53.7,34.1,45.1,54.5,37.2,29.9,36.6,48.0
CCNC(=O)Oc1ccc(/C(=C(/CC)Cc2ccccc2)c2ccc(OCCCN(C)C)cc2)cc1,111.1,95.2,91.3,110.5,98.3,97.2,94.0,87.0,96.5
CC1CCC(=O)CC1C (stereo not given),103.9,101.0,106.8,110.4,108.2,92.4,99.3,98.6,105.1
Nc1c(Cl)cc2c(c1Br)Cc1ccccc1-2,124.5,109.6,106.6,110.5,100.5,88.0,102.9,103.7,99.9
Cn1c(O)c(C(=Nc2ccccc2N)c2ccccc2)c(=O)n(C)c1=O,118.6,103.2,99.8,102.6,92.0,96.1,99.7,93.4,95.3
COc1cc(OC)c(C(=O)/C=C/c2ccc(C(C)C)cc2)cc1CC=C(C)C,98.7,94.6,76.9,85.6,106.2,97.9,/,46.9,81.0
COC(=O)c1ccc2oc(NC(=O)c3ccc(Nc4ccc(Cl)c(Cl)c4)c([N+](=O)[O-])c3)nc2c1,84.2,82.7,92.8,96.8,84.9,82.2,97.1,/,90.1

# Additional entries:
SMILES,DU-145,SF-268,U251,OVCAR-3,SK-OV-3,OVCAR-5,OVCAR-8,PC-3,OVCAR-4
C=C(Cl)COC(=O)C(C)OC(C)=O (stereo not given),109.9,104.6,103.0,105.2,109.6,99.2,107.5,97.2,96.9
CCOC(=O)NCCCNC(=O)OCC,113.3,111.8,92.6,116.6,105.5,100.4,100.6,108.1,102.4
COc1ccc(NC(=O)CC(O)c2cccc(N)c2)cc1 (stereo not given),119.5,106.6,/,113.0,106.8,97.7,115.5,117.0,108.2
CS/C(=C\c1ccc(C(=O)c2ccc(C)cc2)n1C)S(C)=O (stereo not given),109.9,112.5,74.7[100 µM],113.9,103.3,104.6,91.0,76.6,89.0
CCN(CC)CCOC(=O)Nc1ccccc1Cl,106.9,102.1,99.3,107.5,108.2,110.4,104.4,71.7,119.5
CCN(CC)C(=O)Cn1cc(C(N)=O)nn1,100.8,98.1,107.9,99.3,109.0,92.8,111.8,101.0,99.8
Cn1c([N+](=O)[O-])cc[n+]1C,100.6,98.0,101.9,103.1,114.1,106.4,100.4,96.6,108.2
COCC(C)(COP(=O)(N1CCOCC1)N1CCOCC1)CC(C)COP(=O)(N1CCOCC1)N1CCOCC1 (stereo not given),106.7,106.4,94.5,112.9,107.7,101.7,95.2,96.6,109.8
O=C(C(=O)c1ccc(Cl)cc1)c1ccc(Cl)cc1,112.0,104.6,94.3,113.6,110.9,/,100.5,95.5,98.2
Cc1nc2c(nnn2-c2ccccc2)c2nc(-c3ccc([N+](=O)[O-])cc3)oc(=O)c12,116.7,103.8,106.0,112.2,105.1,103.5,107.2,104.9,113.3
COCCCn1c(C(Cl)(Cl)Cl)nn2c(=O)c3ccccc3nc2c1=O,98.9,99.2,96.9,103.4,94.4,105.3,103.5,106.3,100.5
COc1cc(/C(Cl)=N/N=C(\Cl)c2ccc(NC(=O)CO)cc2)cc(OC)c1OC,99.0,111.1,95.9,104.9,87.8,104.8,81.2,69.6,102.7
COc1cc(/C=C/c2cc(/C=C/c3ccc(O)c(OC)c3)n(C(N)=O)n2)ccc1O,2.1*,-10.7*,-10.9*,-72.7*,/,-30.7*,-6.7*,-23.5*,-6.2*
CN1CCN(Cc2ccc(NC(=O)c3cncc(C#Cc4cnc(N)c5ccncc45)c3)cc2C(F)(F)F)CC1,22.2,24.5,37.3,35.2,-12.1*,9.4*,29.6,25.5,25.5
CN1C(CCl)Nc2cc(Cl)c(S(N)(=O)=O)cc2S1(=O)=O (stereo not given),113.7&107.7,102.0&99.0,97.7&101.0,113.7&113.1,104.3&99.0,97.4&103.9,100.7&109.3,106.9&93.6,111.5&98.5
O=C(NNC(=O)c1ccccc1F)c1ccccc1,112.6,102.2,99.0,106.6,100.1,96.1,104.7,94.0,106.1
N#CCCCCCn1cc(C2=C(c3cn(CCCCCC#N)c4ccccc34)C(=O)NC2=O)c2ccccc21,100.4,107.0,83.8,72.7,57.0,128.5,89.9,58.0,81.2

# In the list so far, seven have fluorine.
SMILES,DU-145,SF-268,U251,OVCAR-3,SK-OV-3,OVCAR-5,OVCAR-8,PC-3,OVCAR-4
COc1ccc(-c2csc(N(C(=O)N3CCN(c4cc5c(cc4F)c(=O)c(C(=O)O)cn5C4CC4)CC3)c3ccccc3)n2)cc1,17.6,22.9,19.1,8.1*,21.8,12.8,15.5,10.0*,33.3
O=C(Nc1ccc(NC(=O)c2cc(=O)[nH]c3ccccc23)cc1)Nc1ccc(Cl)c(C(F)(F)F)c1,106.4,97.6,108.6,111.5,97.4,106.8,100.3,96.7,96.5
Cc1[nH]c(C2CC(c3cccs3)=NN2c2ccc(Cl)cc2)c(C)c1C(=O)NCC(F)(F)F (stereo not given),98.2,97.5,96.5,107.3,109.4,94.2,106.1,93.2,100.6
O=C(c1ccc(O)cc1)[C@@H]1[C@@H]2CCCN2[C@@]2(C(=O)Nc3ccccc32)[C@H]1c1ccc(F)cc1,91.0,87.4,93.9,/,97.0,103.2,95.4,73.5,88.6
Nc1cc(F)ccc1NC(=O)c1ccc(NC(=O)C/C=C/c2cccnc2)cc1,23.7,53.7,34.1,45.1,54.5,37.2,29.9,36.6,48.0
CN1CCN(Cc2ccc(NC(=O)c3cncc(C#Cc4cnc(N)c5ccncc45)c3)cc2C(F)(F)F)CC1,22.2,24.5,37.3,35.2,-12.1*,9.4*,29.6,25.5,25.5
O=C(NNC(=O)c1ccccc1F)c1ccccc1,112.6,102.2,99.0,106.6,100.1,96.1,104.7,94.0,106.1
